V-ATPase pH – regulators of yeast V-ATPase proton pumping, primary screen, pHLuorin cytosolic pH fluorescence; AID 504577, 2011; hit rate 0.37% among 350,000; response, % at 10 µM; S. cerevisiae; in the data active means response mostly above about 7.3%, no sharp cut-off; inactive means mostly below about 5.4%; further: actives read high; inactives centre near 0; some compounds called inactive have numbers as strong as hits; reference of the scale not given here
OPRM1-OPRD1 inv – inverse agonists of MOR-DOR heterodimerization, primary screen, cell-based, luminescence; Mu-type opioid receptor (Homo sapiens) + Delta-type opioid receptor (Homo sapiens), …; cell-based MOR-DOR heterodimer luminescence, inverse agonism; inhibition, % at 9.3 µM; hit rate 0.21% among 340,000; in the data active means inhibition above about 22%, passing the limit was not always enough;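 further: 0% = cells with DMSO and 100% = wells without cells with DMSO; values of inactives mirror those of a sister screen read the other way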
DAGLB inh – DAGLB lipase inhibitors, primary screen, biochemical, fluorescence, HTS. Diacylglycerol lipase-beta (Homo sapiens), Q8NCG7. HEK293T DAGLB membrane lysate, EnzChek fluorogenic substrate. inhibition, % at 5.17 µM. hit rate 0.059% among 340,000; in the data active means inhibition above about 34%;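 further: 0% = enzyme with vehicle and 100% = wells lacking enzyme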
HTR5A inv ag – HTR5A inverse agonists in luminescence cell assay, primary screen, counter-screen for OPRM1-OPRD1 heterodimer inverse agonist project, full-deck HTS; inhibition, % at 9.3 µM; AID 504634, 2011; 5-hydroxytryptamine receptor 5A (Homo sapiens), P47898; HTR5A cell line, inverse agonism; hit rate 0.083% among 340,000; in the data active means inhibition mostly above about 23%, no sharp cut-off; inactive means mostly below about 18%;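 further: 0% = cells with DMSO and 100% = no-cell wells with DMSO; some compounds called inactive have numbers as strong as hits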
Target sequence (P47898 whole entry, looked up): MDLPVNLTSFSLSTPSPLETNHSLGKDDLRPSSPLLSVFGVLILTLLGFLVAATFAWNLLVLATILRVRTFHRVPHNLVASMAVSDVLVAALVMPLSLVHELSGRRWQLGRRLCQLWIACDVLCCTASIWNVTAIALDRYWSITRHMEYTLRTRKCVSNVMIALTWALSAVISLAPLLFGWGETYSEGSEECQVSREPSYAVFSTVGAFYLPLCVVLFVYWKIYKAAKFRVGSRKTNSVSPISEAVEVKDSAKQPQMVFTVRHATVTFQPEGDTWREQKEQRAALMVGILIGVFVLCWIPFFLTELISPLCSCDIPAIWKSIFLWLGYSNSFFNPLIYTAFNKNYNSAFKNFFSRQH
HTR5A ag – HTR5A agonists in luminescence cell assay, primary screen, counter-screen for OPRM1-OPRD1 heterodimer agonist project, full-deck HTS; cell-based; hit rate 0.61% among 340,000; 5-hydroxytryptamine receptor 5A (Homo sapiens), P47898; activation, % at 9.3 µM; in the data active means activation mostly above about 9.5%, no sharp cut-off; inactive means mostly below about 7.6%;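 further: 0% = cells with vehicle only and 100% = reference agonist; strong numbers were not always called active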
PKA-R2B act – activators of PKA-R2B holoenzyme, primary screen, biochemical, fluorescence polarization, Cy5-IP20, human; AID 504700, 2011; cAMP-dependent protein kinase catalytic subunit beta (Homo sapiens) + cAMP-dependent …; hit rate 0.079% among 340,000; activation, % at 11.4 µM; PKA-R2B holoenzyme dissociation; R2B truncated from residue 108, S112A mutant; 0% DMSO only, 100% 113 µM cGMP;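 active means activation above a cutoff set at the mean over all compounds plus 3 SD, cut at about 18% in these data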;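 further: higher means more holoenzyme dissociation and a rise in polarization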
Target sequence (P31323 whole entry, looked up, other chains not shown, the tested form may be a part): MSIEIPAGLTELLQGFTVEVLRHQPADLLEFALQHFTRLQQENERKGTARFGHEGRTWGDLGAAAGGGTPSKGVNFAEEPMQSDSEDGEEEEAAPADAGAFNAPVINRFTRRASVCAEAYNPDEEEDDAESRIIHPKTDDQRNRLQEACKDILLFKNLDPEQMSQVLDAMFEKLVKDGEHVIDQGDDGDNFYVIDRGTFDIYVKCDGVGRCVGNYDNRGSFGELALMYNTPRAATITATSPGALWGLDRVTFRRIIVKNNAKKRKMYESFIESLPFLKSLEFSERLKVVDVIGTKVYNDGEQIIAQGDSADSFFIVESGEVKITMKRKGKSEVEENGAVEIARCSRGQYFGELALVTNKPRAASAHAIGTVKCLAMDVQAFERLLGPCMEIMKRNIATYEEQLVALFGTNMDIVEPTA
PKA-R1A act – activators of PKA-R1A holoenzyme, primary screen, biochemical, fluorescence polarization, Cy5-IP20, bovine R1A, mouse PKAc | PKA-R1A dissociation; scaled: DMSO 0%, 113 µM cGMP 100% | activation, % at 11.4 µM | hit rate 0.083% among 340,000;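 active means percent activation above the mean of all tested compounds plus 3 SD, cut at about 19% in these data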;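 further: higher means more PKAc released from R1A so a rise in polarization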
DSG3 Ab inh – inhibitors of pemphigus antibody binding to DSG3, primary screen, biochemical, bead-based, flow cytometry, scFv-GFP; Desmoglein-3 (Homo sapiens), P32926; binding (percent of control), % at 10 µM; AID 588358, 2011; hit rate 0.48% among 310,000; DSG3-coupled beads, scFv-anti-DSG3-GFP binding; stronger effect = lower value;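 active means binding more than 3 SD below its plate's average and above zero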; further: some compounds called inactive have numbers as strong as hits
OPRM1-OPRD1 ag – agonists of OPRM1-OPRD1 heterodimerization, primary screen, cell-based, luminescence; AID 504326, 2011; cells; hit rate 0.3% among 340,000; activation, % at 9.3 µM; Mu-type opioid receptor (Homo sapiens) + Delta-type opioid receptor (Homo sapiens), …; in the data active means activation above about 18%;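 further: 0% = vehicle-treated cells and 100% = reference agonist; values of inactives mirror those of a sister screen read the other way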
Arrestin-AP2 inh – inhibitors of beta-arrestin/AP2 binding, primary screen, biochemical, GPCR trafficking, flow cytometry. beta-arrestin 1 C-terminal peptide binding to AP2 beta2-adaptin appendage (human). FITC-arrestin peptide / GST-AP2 beads; AP2 beta2 appendage carries R879A mutation. inhibition, % at 10 µM. hit rate 0.31% among 340,000. AID 504490, 2011;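 active means inhibition above a set limit, near 3 SD of compounds lacking own fluorescence, cut at about 54% in these data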;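 further: plate controls were DMSO wells for no effect and 5 µM unlabelled arrestin peptide for full effect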
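System: GST-AP2 R879A glutathione beads; medium: PBS, Tween 20 0.05%, BSA 0.1%; reagent: fluorescein-tagged arrestin peptide at 50 nM final; schedule: pre-incubation 12 min, peptide binding 1 h, room temperature; detection: flow cytometry, FL1 (488/535 nm); read-out: inhibition as reduced fluorescein signal on beads, percent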
Active calls of the source: *; x = no result given.

The line under a structure holds: V-ATPase pH | OPRM1-OPRD1 inv | DAGLB inh | HTR5A inv ag | HTR5A ag | PKA-R2B act | PKA-R1A act | DSG3 Ab inh | OPRM1-OPRD1 ag | Arrestin-AP2 inh
> Cc1nn(Cc2c(Cl)cccc2Cl)c(C)c1NC(=O)Cn1nc([N+](=O)[O-])c(Cl)c1C
→ 5.5 | 9.0 | 1.0 | -3.9 | 1.1 | -9.9 | 0.0 | 100.3 | -1.7 | x
> COc1ccc(NS(=O)(=O)c2cccc(C(=O)N/N=C/c3ccc4c(c3)OCCO4)c2)cc1
→ -3.1 | 4.4 | -1.1 | 10.0 | -2.0 | -6.5 | 1.3 | 94.7 | -0.6 | 5.1
> COc1ccc(CCNC(=O)CN2C(=O)c3cccc4cccc(c34)C2=O)cc1OC
→ -1.4 | 5.6 | 0.8 | -6.0 | 4.9 | -6.8 | -2.1 | 91.6 | -0.9 | -1.3
> C/C(=C\c1ccccc1)C(=O)NCCCn1ccnc1
→ -0.4 | -0.1 | 0.0 | -1.8 | 0.7 | 3.9 | 0.9 | 90.1 | 0.0 | 6.8
> CCOc1ccc(CCNC(=O)CCn2cccc2)cc1OCC
→ -2.4 | 10.6 | -0.1 | 16.1 | 1.6 | 9.6 | 4.7 | 99.2 | -1.8 | 10.7
> CN(C)CCCN(C(=O)c1ccc2c(c1)OCCO2)c1nc2ccc(Cl)cc2s1
→ 0.5 | 1.6 | 0.8 | -21.9 | 6.0 | 2.4 | 13.0 | x | -0.3 | 11.0
> C=CCn1c(SCC(=O)NC2CCCCC2)nnc1-c1ccccn1
→ 0.2 | 12.3 | 2.6 | 12.4 | 4.4 | 6.8 | -2.1 | 99.6 | -2.4 | -8.1
> CCCCn1c(N)c(N(CC(C)C)C(=O)c2ccc(F)c(S(=O)(=O)N3CCOCC3)c2)c(=O)[nH]c1=O
→ -1.9 | 17.8 | 1.0 | -36.6 | -2.7 | -5.2 | 2.7 | 98.4 | -2.8 | 5.8
> OCCNc1nc(Nc2ccccc2O)nc(N2CCCC2)n1
→ -2.8 | 14.2 | -1.9 | -31.3 | 1.8 | -8.9 | 9.6 | 96.6 | -2.6 | 2.2
> Cn1ncc2c(N3CCOCC3)ncnc21
→ 1.0 | 9.6 | -0.6 | 4.0 | -1.6 | 8.9 | -7.2 | 100.7 | -1.7 | 2.2
> CC(C)(C)CC(C)(C)N=C1Nc2ccccc2NC12C[C@H]1CCC(=O)N3CC[C@@H](C2)[C@@H]13 (some centres not stated)
→ -2.3 | -6.3 | 4.4 | -14.1 | -1.9 | -3.2 | 1.0 | 96.6 | 1.1 | 3.0
> O=C(OCC(=O)N1CCN(C(=O)c2ccco2)CC1)c1ccccc1
→ 1.6 | 13.8 | 1.5 | -4.5 | 1.8 | -5.8 | 2.0 | 117.6 | -2.9 | 8.0
> CCOC(=O)NC(=S)Nc1ccc(OC)cc1
→ 0.9 | 20.4 | -0.5 | 6.4 | -2.2 | -6.8 | 3.3 | 96.4 | -4.0 | 10.5
> Cc1ccc(NC(=S)NCC2CCCO2)cc1 (configuration not stated)
→ -6.6 | 9.8 | -5.9 | 13.7 | 0.3 | -4.2 | 8.5 | x | -2.4 | -3.7
> COc1cc2c(cc1OC)CN(CC(=O)Nc1ccc3c(c1)OC(F)(F)O3)CC2
→ 1.3 | 1.5 | 1.1 | 29.7 | -12.4 | -4.0 | 6.5 | 112.0 | -0.3 | 6.8
> COc1cc(S(=O)(=O)N2CCN(c3ccccc3F)CC2)ccc1Cl
→ -0.3 | -19.8 | -9.3 | -3.0 | 1.2 | 2.3 | 6.3 | 102.6 | 3.7 | 5.2
> COc1ccccc1CNC(=O)C/C(C)=N/NC(=O)Cc1ccc(Cl)cc1
→ -5.5 | -15.1 | 0.5 | -12.6 | 4.2 | -16.5 | -5.9 | 111.3 | 1.9 | 28.9
> COc1cccc(OCc2cc(C(=O)N3CCCC3c3ccccn3)no2)c1 (configuration not stated)
→ 0.8 | 11.2 | 0.3 | -1.7 | -2.6 | -0.6 | 5.5 | 103.7 | -1.6 | 2.0
> COc1ccc(C)cc1NC(=O)c1cc(-c2ccccc2)nc2c1cnn2C(C)C
→ 5.2 | -10.8 | -16.0 | -18.0 | 6.5 | 0.1 | -4.0 | x | 2.6 | 0.0
> COc1ccc(C(=O)NCC(=O)OCc2cccc(Br)c2)cc1
→ 2.9 | 11.1 | -3.3 | -7.8 | 4.3 | -1.2 | -3.9 | 101.3 | -1.9 | 1.9
> COC1(OC)C(=N/O)/C(=N\O)CCC1O (configuration not stated)
→ -2.3 | 17.7 | 2.9 | -25.2 | -3.1 | 3.5 | 3.9 | 120.1 | -3.8 | -15.3
> O=C(NCCCN1CCOCC1)c1cc(-c2ccc3c(c2)OCO3)nc2ccccc12
→ 1.0 | 8.8 | 1.3 | -39.0 | 13.3 | -5.2 | -11.3 | 107.5 | -1.5 | 5.1
> COc1ccccc1/C=N/NC(=O)CC(=O)Nc1ccc(Cl)c(Cl)c1
→ -0.7 | -12.9 | -5.4 | -40.9 | 8.4 | -9.0 | -3.6 | x | 2.1 | -1.4
> CCN1C(=NCCN2CCOCC2)N[C@@H](c2ccccc2)C(C(=O)OC)=C1C
→ 2.4 | 11.2 | -0.2 | 5.0 | 4.4 | -4.9 | -0.3 | 105.7 | -2.0 | -6.6
> CCOC(=O)CCCCCC(=O)Nc1ccc2c(c1)C(=O)N([C@@H](C)CO)C[C@H](C)[C@H](CN(C)C(=O)Nc1ccc(C(F)(F)F)cc1)OCCCC[C@H](C)O2
→ 0.6 | x | -1.1 | x | x | 6.7 | 4.9 | x | x | x
> CCOc1ccc(C(CC(=O)O)NC(=O)COc2ccccc2)cc1 (configuration not stated)
→ 0.1 | 11.7 | 0.2 | -2.4 | 0.7 | -5.0 | 1.6 | 89.3 | -2.1 | 23.1
> CN1C[C@H]2CON(C)[C@H]2C[C@H]1c1cccc(-c2ccccc2)c1
→ -1.4 | 14.2 | -1.4 | 0.2 | -0.1 | -7.1 | -10.2 | 95.0 | -3.0 | -1.4
> COc1cc(C2c3[nH]c4ccccc4c3CCN2Cc2cn(C)nc2C)ccc1F (configuration not stated)
→ 0.6 | -0.7 | -2.0 | 7.5 | -2.9 | -7.8 | 1.0 | 98.3 | 0.1 | 12.7
> Cc1ccc(NC(=O)NC(=O)CN2CCCC2c2ccc3c(c2)OCCO3)cc1C (configuration not stated)
→ -2.2 | -13.0 | -3.5 | -8.8 | 3.2 | -0.2 | -7.8 | x | 3.1 | -4.6
> O=C(NCCc1ccc2c(c1)OCCO2)c1cccc(S(=O)(=O)N2CCCC2)c1
→ -5.7 | 3.8 | -1.1 | -6.3 | 1.7 | -8.6 | -5.9 | 102.2 | -0.7 | 29.4
> COc1ccc(CN2C(=O)C(CC(=O)NCCCN(C)C)CC(C(=O)N(C)C)=C2C)cc1 (configuration not stated)
→ 2.1 | x | 3.8 | x | x | -1.0 | -0.2 | x | x | x
> Cc1ccccc1C(=O)c1cccn1CC(=O)NCc1ccco1
→ -0.8 | 10.0 | -2.4 | 14.4 | -5.9 | 1.5 | -6.8 | 103.3 | -2.0 | -1.7
> COc1ccc(OCCCSc2ncccn2)cc1
→ 0.1 | 8.2 | -11.7 | 5.8 | 1.0 | -15.6 | -2.4 | 102.9 | -1.4 | -12.5
> CC(=O)Nc1ccc(C(=O)NNC(=O)c2csc(N3CCOCC3)n2)cc1
→ -1.0 | x | -1.8 | x | x | -7.7 | 2.7 | 110.1 | x | x
> C/C=C/C=N/Nc1nc(C)cc(=O)[nH]1
→ 0.2 | 17.8 | -2.1 | -7.9 | -1.0 | -10.4 | -18.7 | 106.4 | -3.8 | -5.5
> O=C(CCN=C1NS(=O)(=O)c2ccccc21)Nc1ccc(Cl)cc1F
→ 1.6 | 13.8 | 1.4 | -18.2 | 7.5 | -8.7 | 1.9 | 94.3 | -3.4 | -5.7
> CCCCCCn1c(Br)nc2c1c(=O)n(C)c(=O)n2C
→ 0.9 | -1.3 | -3.2 | 0.1 | 0.0 | -8.1 | -16.4 | 101.7 | 0.2 | -4.3
> CCOc1ccccc1NS(=O)(=O)c1cn(C)nc1C
→ -0.8 | 1.7 | 3.3 | -10.8 | 3.8 | 10.6 | 3.7 | 98.4 | -0.3 | 10.0
> CC(OC(=O)c1ccncc1)C(=O)Nc1cc(S(=O)(=O)N2CCCCC2)ccc1Cl (configuration not stated)
→ 0.2 | -0.1 | -1.5 | -3.9 | 1.5 | 3.7 | 2.9 | 104.7 | 0.0 | -5.0
> CC(C)c1ccc(Nc2nnc(SCC(=O)c3nnc(-c4ccccc4)o3)s2)cc1
→ -0.2 | -5.4 | 16.0 | 5.3 | -1.5 | -7.3 | 2.4 | 97.3 | 1.0 | x
> CCCN(CC1CC1)C(=O)COC(=O)c1[nH]c(C)c(C(=O)OCC)c1C
→ -2.3 | 4.9 | -3.7 | 1.7 | 2.8 | 12.8 | -6.9 | 102.5 | -0.9 | 0.2
> CC(=O)Nc1ccc(S(=O)(=O)N2CCN(Cc3nc4sc(C)c(C)c4c(=O)[nH]3)CC2)cc1
→ -1.5 | 2.8 | 4.0 | 0.7 | -0.2 | -6.4 | 3.6 | 96.7 | -0.5 | -10.3
> CC(=O)C1=C(C)NC(=S)NC1c1cc([N+](=O)[O-])ccc1O (configuration not stated)
→ -3.1 | 16.8 | 3.0 | -18.1 | 6.6 | 6.3 | -5.7 | 98.4 | -3.1 | -5.0
> CC1CC(C)CN(CC(=O)Nc2ccc(S(N)(=O)=O)cc2)C1 (configuration not stated)
→ 0.0 | 17.5 | -2.9 | -17.4 | -2.9 | -3.5 | 0.1 | x | -3.8 | -7.8
> CCn1c(O)c(N=NC(=O)Cn2ccc(C(F)(F)F)n2)c2ccccc21
→ -0.4 | 13.4 | 1.9 | 17.0 | -4.7 | -3.3 | -11.4 | 106.0 | -2.6 | 9.3
> NC(=O)c1ccc(NC(=O)COC(=O)CCC2CCCC2)cc1
→ -3.9 | x | -2.9 | x | x | -3.7 | 4.8 | 104.9 | x | x
